hDAT+cocaine: modulates human dopamine transporter uptake under cocaine; Q01959; LLC-PK1 hDAT cells, [14C]-dopamine uptake with cocaine IC80; actives deviate in either direction; B-score at 10 µM; 110,000 compounds, 1.3% hits; AID 449768;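 active means Z score or B-score, a plate-position-corrected score, falls beyond the plate's 99.7% confidence bounds, in either direction; inactive means both scores lie inside the 99.7% bounds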;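 further: scored against the spread of the other compound wells on the same plate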
Target sequence (Q01959 whole entry, looked up): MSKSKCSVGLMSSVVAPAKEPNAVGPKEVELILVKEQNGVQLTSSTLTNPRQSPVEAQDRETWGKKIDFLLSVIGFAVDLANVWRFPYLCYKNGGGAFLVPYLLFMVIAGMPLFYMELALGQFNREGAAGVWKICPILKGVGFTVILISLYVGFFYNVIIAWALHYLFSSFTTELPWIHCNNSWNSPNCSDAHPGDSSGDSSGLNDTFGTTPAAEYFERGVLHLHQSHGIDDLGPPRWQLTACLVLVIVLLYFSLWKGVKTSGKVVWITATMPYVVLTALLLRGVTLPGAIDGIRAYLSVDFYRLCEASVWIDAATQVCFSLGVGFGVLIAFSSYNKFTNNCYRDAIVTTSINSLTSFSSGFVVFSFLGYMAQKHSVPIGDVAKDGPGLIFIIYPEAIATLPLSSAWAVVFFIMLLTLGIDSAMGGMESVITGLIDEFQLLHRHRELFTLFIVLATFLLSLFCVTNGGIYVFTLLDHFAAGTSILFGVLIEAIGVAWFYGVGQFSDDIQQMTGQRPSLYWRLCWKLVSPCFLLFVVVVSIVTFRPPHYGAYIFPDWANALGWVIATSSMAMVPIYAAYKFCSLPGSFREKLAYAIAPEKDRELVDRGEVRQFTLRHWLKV
F-actin modifier: modifiers of cytoskeleton assembly; HUVEC TNFa F-actin phalloidin imaging, high content; 91,000 compounds, 0.18% hits; inhibition, % at 2 µM;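 active means inhibition above the batch mean plus 3 SD and confirmed as a hit by visual image inspection, cut at about 30% in these data, passing the limit was not always enough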; further: strong numbers were not always called active
MT1-MMP txn act: activates MT1-MMP transcription; HT1080 MT1-MMP promoter luciferase reporter, luminescence, overnight; hits give high values; activation factor at 10 µM; 86,000 compounds, 0.16% hits;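 active means activation factor of at least 2 for MT1-MMP transcription at 10 µM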
PTPN22 inh 2: inhibitors of human LYP (PTPN22) phosphatase; Q9Y2R2; recombinant LYP catalytic domain, DiFMUP fluorescence; inhibition, % at 2 µM; 96,000 compounds, 0.21% hits;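 active means inhibition at 2 µM at or above a set limit, the screen mean plus 3 SD, cut at about 24% in these data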;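 further: 0% = DMSO with enzyme and 100% = enzyme fully blocked by orthovanadate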
TNFa cytotox: toxic to HUVEC cells under TNF alpha stimulation; HUVEC TNFalpha-stimulated, Hoechst cell count, imaging; cell count reduction, % at 2 µM; 93,000 compounds, 0.17% hits;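 active means cell count reduction exceeding the screen mean by over 5 SD, scaled to untreated wells per plate, cut at about 78% in these data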;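 further: cells counted after 24 h of TNF alpha exposure following the 1 h pretreatment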
HUVEC tox IL1B: HUVEC cytotoxicity counter-screen, IL-1B stimulated | HUVEC cell count loss, Hoechst imaging | cell count reduction, % at 2 µM | 94,000 compounds, 0.41% hits;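 active means cell count reduction more than 3 SD above the screen-wide mean, cut at about 70% in these data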;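 further: normalized per plate to untreated control cells as the no-loss baseline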
Smad3 inh: inhibitors of human Smad3 transcription factor binding. P84022. 88,000 compounds, 0.29% hits. inhibition, % at 25 µM. TR-FRET Smad3/Dy647-FoxH1 peptide binding, europium anti-His;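 active means compounds that reduce the energy-transfer binding signal between the protein and its labelled peptide by more than half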;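 further: 0% = Smad3 plus labelled peptide maximal FRET and 100% = peptide-only background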
Target sequence (P84022 whole entry, looked up): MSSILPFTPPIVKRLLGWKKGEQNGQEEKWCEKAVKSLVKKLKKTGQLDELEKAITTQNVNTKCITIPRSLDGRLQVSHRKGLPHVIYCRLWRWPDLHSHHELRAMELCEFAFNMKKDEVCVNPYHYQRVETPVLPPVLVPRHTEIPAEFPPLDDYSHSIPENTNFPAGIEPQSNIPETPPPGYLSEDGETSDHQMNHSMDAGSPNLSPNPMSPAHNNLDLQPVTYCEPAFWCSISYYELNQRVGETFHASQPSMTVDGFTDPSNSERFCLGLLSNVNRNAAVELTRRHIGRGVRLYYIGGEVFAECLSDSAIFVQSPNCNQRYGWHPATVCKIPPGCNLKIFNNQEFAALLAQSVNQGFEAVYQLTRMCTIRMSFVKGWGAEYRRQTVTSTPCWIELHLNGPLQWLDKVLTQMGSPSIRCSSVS
VCAM1 TNFa inh: reduces TNF alpha induced VCAM1 expression in HUVEC; HUVEC TNFa-induced VCAM-1 immunofluorescence, high-content imaging; inhibition, % at 2 µM; 95,000 compounds, 0.48% hits;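 active means inhibition above the batch mean plus 3 SD, with images confirmed as a hit by eye, cut at about 37% in these data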;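 further: 0% = TNF-stimulated DMSO wells and 100% = unstimulated control wells; not every result past the cut was called active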
Candida biofilm: kills Candida albicans biofilms; 85,000 compounds, 0.14% hits; inhibition, % at 6 µM; C. albicans biofilm + clotrimazole, Alamar Blue;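 active means inhibition above 20%; inactive means inhibition below 20%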;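 further: preformed 24 hr biofilms exposed to compound for 48 hr; 0% = biofilm without compound and 100% = blank killed by clotrimazole plus chlorhexidine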
Starred values were filed as active, the others as inactive; · = no result given; [ ] = another dose, or the depositor's remark. These rows are one share of the data, so the mix of outcomes need not match the whole.

The line under a structure holds: hDAT+cocaine	F-actin modifier	MT1-MMP txn act	PTPN22 inh 2	TNFa cytotox	HUVEC tox IL1B	Smad3 inh	VCAM1 TNFa inh	Candida biofilm
- Cc1cccc(C(=O)N2CCCCCC2)c1
  -0.24	-4	1.4	0	-20	·	19	-9	3
- COc1ccc(C(=O)N2CCN(S(=O)(=O)c3cc(Cl)ccc3OC)CC2)cc1
  1.3	12	1.1	6	-25	-27	-3	17	6
- O=C(O)c1ccc(N2CCCC2=O)cc1
  -0.64	·	1	0	9	15	-8	12	8
- O=C(NCc1cccs1)C1CCCN(S(=O)(=O)c2cnc[nH]2)C1 (stereo unspecified)
  0.075	6	1	-5	-28	3	-7	15	-4
- O=C(COC(=O)CC1CCCC1)Nc1cc2c(cc1Cl)C(=O)c1ccccc1C2=O
  -0.77	6	1.7	13	-31	-70	12	2	3
- CCC(=O)NC(=S)NNC(=O)c1ccc(OC)cc1
  0.62	-7	·	5	-22	1	·	13	·
- COc1ccc(C2C(C#N)=C(N)Oc3cc4c(cc32)OCO4)cc1 (stereo unspecified)
  -0.68	-4	1.1	-6	·	-8	0	36	-7
- NC(=O)C1(N2CCCCC2)CCN(C(=O)c2cccs2)CC1
  -0.054	0	1.1	-10	-32	8	1	23	6
- Cc1ccccc1-n1nnnc1SC1CCOC1=O (stereo unspecified)
  0.16	·	1.1	·	·	·	7	·	9
- CCOc1ccc(C(=O)NC(=S)N(Cc2ccccc2)Cc2ccccc2)cc1
  -0.15	4	·	7	·	10	·	-13	·
- CC1CN(CC(=O)c2c(N)n(Cc3ccccc3)c(=O)n(C)c2=O)CC(C)O1 (stereo unspecified)
  1.3	11	1.1	0	-25	-17	3	-4	1
- O=C(Cc1cccc2ccccc12)Nc1nc2ccccc2[nH]1
  -0.23	-6	·	7	-11	8	·	6	·
- CCCc1nnc(NC(=O)CSc2ncn[nH]2)s1
  -0.36	-4	1.2	-2	-10	11	0	14	0
- COc1ccc(C2C(C(=O)Nc3ccc(F)cc3)=C(C)Nc3nc(CCCO)nn32)cc1 (stereo unspecified)
  0.18	-8	·	8	-38	-13	-2	0	-7
- Cn1nnnc1SCC(=O)Nc1nc(-c2ccccc2)c(-c2ccccc2)o1
  0.27	-1	1.1	5	-4	4	-3	-11	-5
- O=C1CN(C(=O)CSc2nnnn2-c2ccc(Cl)cc2)c2ccccc2N1
  0.58	12	1.2	-14	-1	23	-1	-5	5
- O=C(O/N=C1\CCS(=O)(=O)c2sccc21)c1ccccc1
  -0.68	-22	·	-5	-3	10	·	15	·
- COc1ccc(/C=N/NS(=O)(=O)c2ccccc2)cc1OC(=O)c1ccc(C)cc1
  ·	-24	·	1	18	10	·	-2	·
- Cc1sc2ncnc(SCC#N)c2c1C
  0.36	·	1.1	·	·	·	4	·	7
- O=C(O)C1CCC(=O)N1C1CCCC1 (stereo unspecified)
  0.28	·	1.2	·	·	·	1	·	5
- FC(F)(F)c1cccc(Nc2ncnc3ccccc23)c1
  0.18	·	1	·	·	·	10	·	4
- Cc1sc2nc(SCc3nc4ccccc4[nH]3)n(Cc3ccco3)c(=O)c2c1C
  ·	7	1.2	5	-10	-35	3	18	2
- COc1ccc(C(=O)Cn2nnc(-c3ccccc3F)n2)cc1
  0.34	·	1.5	2	·	·	-2	·	0
- O=C(c1cccs1)N1CCN(C/C=C/c2ccccc2)CC1
  0.51	28	1.2	5	-3	8	1	0	4
- CCS(=O)(=O)N1CCN(c2cccc(C)c2C)CC1
  0.39	-8	1.2	-1	55	14	3	-30	5
- CCOC(=O)N1CCC(Nc2c(OCC)c(=O)c2=O)CC1
  0.052	·	1	·	·	·	6	·	8
- CCc1cccc(CC)c1N(COC)C(=O)Cn1c(CO)nc2ccccc21
  -0.32	-11	1.2	3	3	22	6	0	7
- CCCn1c(SCC(=O)Nc2nc3ccccc3s2)nc2c1c(=O)n(C)c(=O)n2C
  -0.022	-8	1.2	-12	-22	10	5[fluorescence artefact?]	11	-2
- O=C(CSc1nc(Nc2ccccc2)nc(N2CCOCC2)n1)Nc1ccc([N+](=O)[O-])cc1
  0.98	-2	1.3	-29	-10	6	-2	8	8
- CN(C(=O)c1ccc(S(=O)(=O)NC2CCCC2)cc1)C1CCCCC1
  0.3	4	1.2	9	-33	-14	-4	-15	10

Sorted by length of the SMILES (rising): part of the list above
The line under a structure holds: hDAT+cocaine	F-actin modifier	MT1-MMP txn act	PTPN22 inh 2	TNFa cytotox	HUVEC tox IL1B	Smad3 inh	VCAM1 TNFa inh	Candida biofilm
- Cc1sc2ncnc(SCC#N)c2c1C
  0.36	·	1.1	·	·	·	4	·	7
- CCC(=O)NC(=S)NNC(=O)c1ccc(OC)cc1
  0.62	-7	·	5	-22	1	·	13	·
- O=C(NCc1cccs1)C1CCCN(S(=O)(=O)c2cnc[nH]2)C1 (stereo unspecified)
  0.075	6	1	-5	-28	3	-7	15	-4

Next section:
The line under a structure holds: hDAT+cocaine	F-actin modifier	MT1-MMP txn act	PTPN22 inh 2	TNFa cytotox	HUVEC tox IL1B	Smad3 inh	VCAM1 TNFa inh	Candida biofilm
- FC(F)(F)c1cc(-c2ccc3c(c2)OCO3)nc(NCc2ccco2)n1
  -0.12	-7	1.2	-1	78*	21	-4	78*	5
- Cc1cc(COc2ccccc2O)on1
  0.028	-4	·	5	-18	·	14	15	2
- CCOc1ccc(OCCOc2ncnc3ccccc23)cc1
  0.51	10	1.5	10	39	-10	-7	2	1
- COc1ccc(C2NC(=O)c3n[nH]c(C)c32)c(OC)c1 (stereo unspecified)
  -0.54	-6	1.1	4	2	-67	-12	7	6
- CCN1CCN(Cc2c(O)ccc3c(=O)c(-c4ccc(OC)c(OC)c4)c(C)oc23)CC1
  0.19	2	1.1	-4	-9	13	-6	-36	12
- CCOC(=O)C(Sc1ncn[nH]1)c1ccccc1 (stereo unspecified)
  -0.94	11	1.1	-12	-23	-30	3	14	10
- O=C(Cc1ccccc1)NCCSCc1ccco1
  0.037	6	·	-12	-20	-15	2	-2	6
- Cn1c(=O)c(C(=O)CN2CCCc3ccccc32)c(N)n(Cc2ccccc2)c1=O
  -0.37	·	1.2	·	·	·	2	·	-4
- COC(=O)c1ccc(C(C(=O)NC2CCCCC2)N(C(=O)Cc2cccs2)C2CC2)cc1 (stereo unspecified)
  1.1	-18	·	3	-4	7	·	-24	·
- COc1ccc(CCNC(=O)c2nnc(Cc3c(F)cccc3Cl)o2)cc1OC
  -1.1	29	1	2	-22	-3	0	-3	6
- Cc1nc(SCN2C(=O)c3ccccc3C2=O)n[nH]1
  -0.36	·	1.1	·	·	·	-12	·	9
- CCOc1nc(NCCO)nc(NCCC2=CCCCC2)n1
  0.82	-18	1.1	-10	3	-7	-3	0	3
- COc1cc(C=O)ccc1OCCOCCOc1ccc(Cl)cc1
  -0.33	5	·	1	·	-14	·	-4	·
- Cc1nn(-c2ccccc2)c2c1P(=O)(O)/C(=C1\N(C)c3ccccc3C1(C)C)C=N2
  0.036	30	1.1	-2	-16	22	3	10	7
- CCn1c(NC(=O)c2cccs2)c(-c2cccs2)c(=O)c2ccccc21
  -0.27	13	1.2	6	-30	16	5	1	0
- COc1cccc(CNC(=O)C2CCCN(c3nn4c(=O)cc(C)nc4s3)C2)c1 (stereo unspecified)
  -0.73	·	1.1	·	·	·	2	·	7
- COc1cccc(OC)c1C(=O)Nc1ccccc1N1CCCC1
  0.5	15	1	2	-11	-17	3[fluorescence artefact?]	8	2
- Cc1ccc(/C(O)=C2/C(=O)C(=O)N(CCN3CCOCC3)C2c2cccs2)cc1 (stereo unspecified)
  ·	26	1.2	2	-10	-24	5	9	1
- Cn1c(=N)n(CC(O)c2cccc3ccccc23)c2ccccc21 (stereo unspecified)
  0.47	-14	1.2	1	83*	-9	-4	43	5
- COc1ccc(OC)c(NC(=O)c2ccc(CN3CCOCC3)cc2)c1
  0.27	·	1	·	·	·	7	·	10
- COc1ccc(NC(=O)Nc2cccc(C)n2)cc1
  0.86	·	1.4	·	·	·	-13	·	11
- CCC(=O)Nc1ccc(C(=O)CSc2nnc(CNc3ccc(Cl)cc3)o2)cc1OC
  -0.088	5	1.1	7	-9	-22	6	5	6
- O=C(CN1C2=NCCN2c2ccccc21)c1ccco1
  -0.84	13	1.1	-5	-51	-23	2	-8	10
- O=C(NCCCN1CCCC1=O)c1cccnc1
  -1.6	-1	1.3	-10	-6	-36	10[fluorescence artefact?]	17	9
- CCOC(=O)c1c(N)sc(C(=O)N2CCCCC2)c1C
  0.26	-11	1.2	5	-7	20	3	12	4
- C=CCSC1=NC(N)=C(C#N)C2(CCCCC2)C1C(N)=O (stereo unspecified)
  -0.57	·	1.1	·	·	·	4	·	7
- COc1ccc(N2CCN(C(=O)CN(c3ccccc3)S(C)(=O)=O)CC2)cc1
  -0.24	3	1	-2	-7	-11	3	-3	-1
- O=C1CN(C(=O)C2CC2)c2ccccc2N1
  -0.069	3	1	14	-6	1	4	5	3
- COc1ccc(OCCCN2CCCCCC2)cc1
  0.028	3	1.1	9	-24	20	8	-4	6
- CCCCN(CCCC)Cc1cc2ccccc2c2c1COC2
  1.1	-2	1.2	5	-5	3	1	19	6

Single values from the results shown.
COC(=O)c1ccc(C(C(=O)NC2CCCCC2)N(C(=O)Cc2cccs2)C2CC2)cc1 (stereo unspecified) | hDAT+cocaine = 1.1
COc1ccc(OCCCN2CCCCCC2)cc1 | F-actin modifier = 3

Entries of single compounds, quoted from the list.
O=C(Cc1cccc2ccccc12)Nc1nc2ccccc2[nH]1 as listed: hDAT+cocaine = -0.23; F-actin modifier = -6; MT1-MMP txn act = ·; PTPN22 inh 2 = 7; TNFa cytotox = -11; HUVEC tox IL1B = 8; Smad3 inh = ·; VCAM1 TNFa inh = 6; Candida biofilm = ·
COc1ccc(OCCCN2CCCCCC2)cc1 as listed: hDAT+cocaine = 0.028; F-actin modifier = 3; MT1-MMP txn act = 1.1; PTPN22 inh 2 = 9; TNFa cytotox = -24; HUVEC tox IL1B = 20; Smad3 inh = 8; VCAM1 TNFa inh = -4; Candida biofilm = 6

(continued)
The line under a structure holds: hDAT+cocaine	F-actin modifier	MT1-MMP txn act	PTPN22 inh 2	TNFa cytotox	HUVEC tox IL1B	Smad3 inh	VCAM1 TNFa inh	Candida biofilm
- O=C(/C=C/c1ccco1)NCC1CCCO1 (stereo unspecified)
  ·	-14	·	-4	-4	4	·	-2	·
- COc1nc(OCC#N)nc(N(C)C)n1
  -0.41	16	1	9	-23	-7	3	2	2
- Cn1c(SCc2nnc(-c3ccccc3Br)o2)nc2sc3c(c2c1=O)CCC3
  0.88	·	1	·	·	·	0	·	1
- CN(C)C(=O)c1noc2cc([N+](=O)[O-])ccc12
  -0.4	-4	·	12	-13	-22	·	-4	·
- COc1ccc(C2/C(=C(/O)c3ccccc3)C(=O)C(=O)N2CO)cc1 (stereo unspecified)
  0.53	10	1.1	9	-26	-40	0	4	6
- CC(NCCO)C(=O)C12CC3CC(CC(C3)C1)C2 (stereo unspecified)
  0.52	43	1.1	-6	-28	-4	8	-7	1
- O=C(OCC(=O)N(C1CCCCC1)C1CCCCC1)c1ccco1
  0.5	1	1	-4	0	-1	2	-4	6
- CCCn1c(Cc2ccccc2)n[nH]c1=S
  -0.5	-7	·	-7	-9	-2	-5	6	16
- Cc1ccc2ccc(C3C(=O)c4ccccc4C3=O)nc2c1
  0.9	7	1.3	1	-19	-4	31[fluorescence artefact?]	4	2
- COc1ccc(C(NC(=O)C(C)(C)C)NC(=O)C(C)(C)C)cc1
  1.2	-17	1.1	14	-14	-16	4	8	1

Source: PubChem
